S3 lipid droplet = qHTS Assay for Lipid Storage Modulators in Drosophila S3 Cells; Drosophila S3 cells, BODIPY lipid droplet fluorescence, 18-24 h; cells fed with added oleic acid; lipid storage change, negative = inhibition, % at the top dose, mostly 46.1 µM; hits show Potency in µM; 320,000 tested, 0.64% active; AID 2685, 2010; active means well fitted inhibition curve with a large enough effect in the signal ratio, with a control signal flat, not every such curve was filed as active; inconclusive means small, poorly fitted or top-dose-only effect, or effect the other way, or a change in a side signal; the % refers to the signal ratio
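Drosophila S3 cells got compounds at several concentrations plus oleic acid (400 uM solution). Laser-scanning cytometry with 488 nm excitation read lipid droplets at 500-530 nm and cells at 575-640 nm. Percent activity was relative to 20 uM Triacsin C.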
S3 lipid droplet cell count max = second read-out of S3 lipid droplet, no call of its own (marks repeat the call); cell number change, %; measured here: cell count max response;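 cells counted by Cell Tracker Red CMTPX staining in the red channel; peak over a dose series mostly up to 46.1 µM; percent activity relative to internal control wells on each plate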
Starred values were filed as active, the others as inactive; i = inactive; ? = inconclusive; . = no result given. On the % scale 0 is the no-effect control and ±100 the full control effect; potency means the concentration at half of the fitted maximal effect. A portion of the library (hit frequency here may not be typical).

SMILES	S3 lipid droplet	S3 lipid droplet cell count max
COc1cc(C(=O)N2CCC3(CC2)NCCc2[nH]cnc23)cc(OC)c1OC	i	.
Cc1c(C(=O)N/N=C/c2ccccc2)[nH]c2c([N+](=O)[O-])cccc12	?	.
C#CC[N+]1(CC#Cc2ccccc2)CCCCC1	6%	-9
CC1CN(C(=O)/C=C/c2ccc3c(c2)OCO3)CC(C)O1 (stereo unspecified)	?	.
Cc1ccc(NC(=O)C2CCCN(S(=O)(=O)c3ccc(-n4cnnn4)cc3)C2)cc1 (stereo unspecified)	?	.
O=C(Nc1ccc(N2CCOCC2)cc1)C1CCCCN1S(=O)(=O)c1ccccc1 (stereo unspecified)	-24%	-20
COc1cccc(CN2CCCC(C(=O)c3ccc4c(c3)OCO4)C2)c1O (stereo unspecified)	2%	5
O=C1CCCC2=C1C(c1cccc(O)c1)c1c(ccc3ncccc13)N2 (stereo unspecified)	?	.
CCC1(CC)NC(=O)N(CC(=O)OCC(=O)NC(=O)c2ccc(Cl)cc2)C1=O	-1%	4
O=C(O)c1cc2c(cc1NC(=O)c1ccccc1C(F)(F)F)OCCCO2	?	.

Full records from above. Order of values: S3 lipid droplet, S3 lipid droplet cell count max
Profile of COc1cccc(CN2CCCC(C(=O)c3ccc4c(c3)OCO4)C2)c1O (stereo unspecified) → 2%, 5
Profile of O=C(Nc1ccc(N2CCOCC2)cc1)C1CCCCN1S(=O)(=O)c1ccccc1 (stereo unspecified) → -24%, -20
Profile of COc1cc(C(=O)N2CCC3(CC2)NCCc2[nH]cnc23)cc(OC)c1OC → i, .
Profile of O=C1CCCC2=C1C(c1cccc(O)c1)c1c(ccc3ncccc13)N2 (stereo unspecified) → ?, .
Profile of C#CC[N+]1(CC#Cc2ccccc2)CCCCC1 → 6%, -9

Later entries:
SMILES	S3 lipid droplet	S3 lipid droplet cell count max
Cc1cccc(-n2c(=O)[nH]c3c(C(N)=O)nc(C(C)C)nc32)c1	0%	-14
COc1ccccc1OCC(=O)NCCSCc1ccc(Cl)cc1	6%	-18
COc1ccccc1NC(=O)COc1ccc(/C=N/NS(=O)(=O)c2ccc(C)cc2)cc1	-4%	-7
CCN(CC)S(=O)(=O)c1ccc(NC(=O)C(C)N(c2ccc(OC)cc2)S(C)(=O)=O)cc1 (stereo unspecified)	i	9
O=C1CN(CC(=O)N2CCCCC2)c2ccccc2O1	?	.
Clc1nc2sccn2c1/C=N/n1cnc2ccccc21	?	.
COc1ccc(CCNC(=O)CCn2c(=O)oc3ccccc32)cc1	29%	.
CC(C)Oc1ccc(CCNC(=O)CC2C(=O)NCCN2C)cc1 (stereo unspecified)	?	.
O=C(NCCCc1nc2ccccc2[nH]1)c1ccc(F)cc1	3%	13
COc1ccccc1NS(=O)(=O)c1cc(NC(=O)CNC(=O)c2ccc(C)s2)ccc1Cl	?	.
CCOC(=O)C1CCN(C(C(=O)NC2CCCCC2)c2ccc(OC)cc2)CC1 (stereo unspecified)	?	.
COc1cccc(-c2cc(C(=O)Nc3ccn(Cc4ccc(C)cc4)n3)no2)c1	8%	2
O=C(NC(=S)Nc1ccc2c(c1)OCO2)c1ccccc1	15%	4
CC(SCc1ccccc1)C(=O)Nc1ccccc1-c1ccccc1 (stereo unspecified)	-7%	9
CSc1nnc2c(n1)OC(c1ccc(C(=O)O)cc1)N(C(C)=O)c1ccccc1-2 (stereo unspecified)	10%	13
CC1(C)CC(O)CC(C)(C)N1CC(O)COCCOc1ccc(Br)cc1 (stereo unspecified)	3%	-3
COc1ccc2nc(SCC(=O)NCc3ccc(S(N)(=O)=O)cc3)[nH]c2c1	?	.
Cc1ccc(NC(=O)c2ccc(=O)[nH]c2)cc1S(=O)(=O)N1CCCCC1	-7%	2
CC1=C(C(=O)OC2CCCCC2)C(c2ccc(O)cc2)NC(=O)N1 (stereo unspecified)	22%	4
COC(=O)CSc1nnc(-c2ccncc2)o1	?	.

The last three compounds of the section before come first, to join the parts:
SMILES	S3 lipid droplet	S3 lipid droplet cell count max
Cc1ccc(NC(=O)c2ccc(=O)[nH]c2)cc1S(=O)(=O)N1CCCCC1	-7%	2
CC1=C(C(=O)OC2CCCCC2)C(c2ccc(O)cc2)NC(=O)N1 (stereo unspecified)	22%	4
COC(=O)CSc1nnc(-c2ccncc2)o1	?	.
c1ccc(-c2ccc(OCCN3CCOCC3)cc2)cc1	?	.
CCc1c(C)[nH]n(CCC#N)c1=O	?	.
O=C(c1ccccc1NS(=O)(=O)c1ccc(F)cc1)N1CCOCC1	?	.
CCOc1ccc(S(=O)(=O)N(CC)CC(=O)NCc2ccccn2)cc1C	i	23
CC(=O)CSc1nsc(SCC(C)=O)c1C#N	7%	-14
Cc1ccc2c(C)c(C(=O)N(Cc3ccc(N(C)C)cc3)C3CCS(=O)(=O)C3)oc2c1 (stereo unspecified)	?	.
Cc1ccc(N2CC(C(=O)NC3=NCCS3)CC2=O)cc1C (stereo unspecified)	8%	11
CCCN(CC(=O)Nc1ccccc1C)C(=O)c1ccc(Cl)c(S(=O)(=O)N2CCCC2)c1	?	.
Cn1c(N2CCOCC2)c(/C=N/OC(=O)c2ccc(F)cc2)c2ccccc21	?	.
Cc1ccc([N+](=O)[O-])cc1NC(=O)c1cccs1	?	.
Cc1cccc(NC2=Nc3ccccc3N3C2=Nc2c(c(C)nn2-c2ccccc2)C3c2ccc(O)c(O)c2)c1 (stereo unspecified)	?	.
Nc1nnnn1/N=C/c1ccco1	?	.
O=C(O)CCC(=O)N1CCc2cc(S(=O)(=O)N3CCC(Cc4ccccc4)CC3)ccc21	8%	.
CCc1ccc(NC(=O)c2noc3c2CCc2ccccc2-3)cc1	i	26
Cc1ccc(C2=NN(CC(=O)NCCC(C)C)C(=O)CC2)cc1	?	.
COc1cc(/C=C/C(=O)OCC(=O)NCc2ccco2)ccc1OCC#N	8%	-5
OCCC1CN(Cc2nc3c(s2)CCCC3)CCN1Cc1ccccc1 (stereo unspecified)	9%	17
NC(=O)C1CCN(C(=O)c2cn(-c3ccccc3)nc2-c2cccnc2)CC1	i	19
O=C(NC1CC1)c1ccc(S(=O)(=O)NCC2CCCCC2)cc1	1%	6
CC1(C)Nc2ccccc2C(=O)N1NS(=O)(=O)c1ccccc1	27%	4

In the list so far, these contain a furan ring, fused or not.
SMILES	S3 lipid droplet	S3 lipid droplet cell count max
Cc1ccc2c(C)c(C(=O)N(Cc3ccc(N(C)C)cc3)C3CCS(=O)(=O)C3)oc2c1 (stereo unspecified)	?	.
Nc1nnnn1/N=C/c1ccco1	?	.
COc1cc(/C=C/C(=O)OCC(=O)NCc2ccco2)ccc1OCC#N	8%	-5

Continuation.
SMILES	S3 lipid droplet	S3 lipid droplet cell count max
O=C1CSC(c2ccco2)N1 (stereo unspecified)	?	.
COc1ccccc1Nc1ccc(NC(=O)c2cccc([N+](=O)[O-])c2C)cc1	-2%	10
Cc1cccc(N(C(=O)c2csnn2)C(C(=O)NCc2ccccc2)c2ccc(C)o2)c1 (stereo unspecified)	?	.
Cc1ccc(S(=O)(=O)NC(Cc2ccccc2)C(=O)O)cc1C (stereo unspecified)	?	.
O=C(Nc1ccccc1Cl)NC1(C(=O)NCc2ccncc2)CCCCC1	?	.
Cn1c(SCC(=O)Nc2nccs2)nnc1C12CC3CC(CC(C3)C1)C2	?	.
Cc1cc(C)n(C(C[N+](=O)[O-])c2ccc(Cl)cc2)n1 (stereo unspecified)	?	.
Cc1ccc(CN2CCC(Oc3cccc(C(=O)N(C)CCN(C)C)c3)CC2)cc1C	?	.
Cc1c(NC(=S)N/N=C/c2cccc(O)c2)c(=O)n(-c2ccccc2)n1C	10%	11
COc1ccc(/C=C/C(=O)NC(=S)N2CCCCC2)cc1OC	i	-14
O=C(CCNS(=O)(=O)/C=C/c1ccccc1)NCCc1c[nH]c2ccccc12	i	-4
CCCCn1c(O)c(N=NC(=O)c2ccccc2NS(=O)(=O)c2cccs2)c2ccccc21	11%	.
C#CCOCCOCCOCCNc1nc(N2CCOCC2)nc(N2CCN(C(=O)[C@H](C)n3cc(CCCN=C(N)N)nn3)CC2)n1	-5%	6
COCCn1c(SCC(=O)Nc2ccc(Cl)cn2)nc2ccccc21	?	.
CC(=O)Nc1ccc(S(=O)(=O)N2CCC(C(=O)NCc3ccco3)CC2)cc1	?	.
NC(=O)COc1ncn(-c2ccccc2)n1	i	24
COc1ccc(C(=O)c2c(N)sc3c2CCN(C(=O)OC(C)(C)C)C3)cc1	?	.
CCCNC(=O)C(Cc1ccc(Br)cc1)NC(=O)c1ccc(C#N)cc1 (stereo unspecified)	?	.
CCCCNC(=O)c1sc(=S)n(-c2ccccc2OC)c1N	?	.
COc1ccc(C2CCCN2C(=O)Nc2cccc(C(C)=O)c2)cc1OC (stereo unspecified)	?	.
CCCCN1C(=O)N(c2ccc(Cl)cc2)C(C)(O)CC1(C)C (stereo unspecified)	-4%	-11
O=C(CCc1c[nH]c2ccccc12)NCc1ccncc1	i	.
O=C(CC1SC(=Nc2ccccc2)N(Cc2ccccn2)C1=O)Nc1cccc(Cl)c1 (stereo unspecified)	?	.
CCN(CC)CCNC(=O)c1ccc2c(=O)n(CCc3ccccc3)c(=O)[nH]c2c1	9%	7
COC(=O)c1ccc(Cn2cc(/C=C\[N+](=O)[O-])c3ccccc32)o1	?	.
CSc1ccccc1NC(=O)CN(C)CC(=O)Nc1ccc(N2CCOCC2)cc1	?	.
C=CCOc1c(Br)cc(CNn2nnnc2N)cc1OCC	?	.
CN1CCN(C(=O)c2ccccc2N(Cc2ccccc2)S(C)(=O)=O)CC1	i	.
Cc1cc2ncc(S(C)(=O)=O)c(N)n2n1	?	.
OCC1(CCOc2ccccc2)CCN(Cc2nc3ccc(F)cc3[nH]2)CC1	?	.
Clc1ccc2nc(N3CCN(c4ccccc4)CC3)sc2c1	7%	17
COc1cc(C2C3=C(CC(C)(C)CC3=O)N(C)C(=O)N2C)cc(OC)c1OC (stereo unspecified)	?	.
O=C(Nc1ccc(Br)cc1Cl)c1cnccn1	?	.
COc1cccc(CNC(=O)COC(=O)c2cc([N+](=O)[O-])ccc2N2CCCC2)c1	?	.
CSc1ccc(CN(C)C(=O)c2cc(=O)[nH]c3ccccc23)cc1	?	.
O=C1Nc2c(c(=O)[nH]c(=O)n2-c2ccccc2)C(C(F)(F)F)(C(F)(F)F)N1	26µM*	-19*
CC(Nc1[nH]c(=O)n(C)c(=O)c1N=O)c1ccccc1 (stereo unspecified)	-3%	18
Cc1ccc(N2CC(C(=O)N3CCC4(CC3)CC(=O)c3ccccc3O4)CC2=O)cc1 (stereo unspecified)	-13%	-12
CC/C(O)=C(/C#N)c1nnc2n1CCCCC2	6%	8
Cc1ccc(OCCC(=O)Nc2ccc3c(c2)OCCCO3)cc1	?	.
CC(C)(C)NC(=O)CCN(/N=C/c1ccccc1O)C1=NS(=O)(=O)c2ccccc21	?	.
CCOC(=O)C1=NNC2(c3ccccc3)C(=O)N(c3cccc(Br)c3)C(=O)C12 (stereo unspecified)	3%	12
NS(=O)(=O)c1ccc(NC(=O)c2cc(=O)c3ccccc3o2)cc1	?	.
Cc1cccc(N2CCN(C(=O)c3csc4ccccc34)CC2C)c1 (stereo unspecified)	0%	-2
COc1ccc(-c2cc(C(F)(F)F)nc(S(=O)(=O)CCCC(=O)Nc3cccc(O)c3)n2)cc1OC	?	.
COc1ccc(OCc2cc(C(=O)N(C)C3CCOCC3)no2)c2ccccc12	?	.
CCOC(=O)C1(Cc2ccccc2C)CCCN(C(=O)CCC(=O)OC)C1 (stereo unspecified)	8%	18
COc1ccc(NS(=O)(=O)c2cn(C)nc2C)cc1	2%	-5
O=C(/C=C/c1ccc(Cl)cc1Cl)NCCSc1ccccc1	12%	13
COc1ccccc1N1CCN(C(=O)c2cc(-c3ccc(Cl)cc3)on2)CC1	?	.
The listing continues:
SMILES	S3 lipid droplet	S3 lipid droplet cell count max
CCCC1=Nc2cc(C(=O)NCc3ccco3)ccc2Sc2ccccc21	2%	-5
COc1ccc(NC(=O)c2cc3c(=O)n(C)c4ccccc4c3n2C)cc1OC	?	.
N#C/C(=C\c1cccc([N+](=O)[O-])c1)C(=O)NCc1ccc(Cl)cc1	?	.
CC(C)(C)NS(=O)(=O)c1ccc(NC(=S)NC(=O)C2CCC2)cc1	?	.
COc1ccc2cc(C)c3nnc(SCc4cccnc4)n3c2c1	?	.
COCc1cc(C)n(CC(=O)NCC2CCCO2)c(=O)c1C#N (stereo unspecified)	-11%	17
CCN1CCN(S(=O)(=O)c2ccc3c(c2)OCCO3)CC1	?	.
O=C(Nc1ccc(N2C(=O)C3C4C=CC(C4)C3C2=O)cc1Cl)c1cccs1 (stereo unspecified)	?	.
CN1CCN(C(=O)c2cc3sc4ccccc4c3s2)CC1	24%	-2
O=c1c2sccc2n(Cc2ccc(F)cc2)c(=O)n1-c1ccc(F)cc1	11%	4
CC1CCN(S(=O)(=O)c2ccc(F)c(C(=O)O)c2)CC1	?	.
COc1cc(/C=N/Nc2nnc3c(n2)[nH]c2ccccc23)ccc1O	-11%	0
Cc1csc(NC(=O)CSc2nc(C(C)C)nc3c2c(=O)n(C)c(=O)n3C)n1	?	.
COc1cc(OC)c(NC(=O)c2cc(S(=O)(=O)N3CCOCC3)cn2C)cc1Cl	7%	-7
COc1ccccc1C1CC(=O)Nc2cc(C)c(C)cc21 (stereo unspecified)	?	.

High-throughput results (PubChem BioAssay)
